Autophagy mod: autophagy modulation, high-content screen; MEF GFP-LC3 puncta imaging; test concentration mostly 10 µM; calls only at 10 µM (by protocol); 190,000 compounds, 0.98% hits; AID 463193;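 active = percentage of spot-positive cells more than 3 SD above its plate mean, without a fluorescence outlier flag or 80% toxicity; inconclusive = no clear call, values can overlap the other calls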;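 note: spot-positive cell cutoff set from DMSO-treated cells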
MT stabilizer: microtubule stabilizers in HeLa cells; HeLa tubulin immunostaining HCS, 24 h; share of cells brighter than vehicle mean+2SD; % tubulin-high responders, % at 10 µM; 200,000 compounds, 0.83% hits; AID 2205;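 active = plate Z-score above 3 for both tubulin-high and condensed-nucleus cell shares, with cell loss under 80%, at 10 µM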;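 note: anti alpha tubulin signal scored within the nucleus-defined area of each cell; some results filed as inactive read as strong as hits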
b-catenin transl: beta-catenin nuclear translocation modulation | nuclear translocation activity, % at 5 µM | AID 1665 | 190,000 compounds, 0.3% hits | HeLa beta-catenin nuclear translocation, immunofluorescence imaging;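 active = nuclear translocation activity above 50% at 5 µM, with a well cell count of 50 or more; inconclusive = wells under 50 cells across six images, flagged as toxic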;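 note: per-cell ratio of nuclear to cytoplasmic median beta-catenin stain intensity; plate controls were DMSO negative control for no effect and GSK-3 inhibitor IX positive control for full effect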
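Test system: HeLa cells, endogenous beta-catenin; Compound: single 5 µM dose plus 0.02–20 µM confirmation series; Times: compound exposure 24 h at 37°C; Signal: fluorescence imaging of beta-catenin antibody stain plus DAPI; Read-out: % activation, nuclear-to-cytoplasmic median beta-catenin signal ratio per cell.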
West Nile antiviral: West Nile virus antiviral activity, cell-based, CPE readout (AID 1621); CPE inhibition, % at 10 µM, or IC50 in µM where a hit was titrated; 290,000 compounds, 0.02% hits; West Nile virus-infected cells, CPE inhibition; higher % means a stronger effect; in the data active = a potency from the dose series; inconclusive = CPE inhibition mostly from about 3.7% at the one dose, without a potency; inactive = the rest, 99 in 100 with CPE inhibition below about 2.2%; note: strong numbers were not always called active
Ins promoter up: MIN6 insulin promoter up-regulation; MIN6 insulin promoter-GFP reporter, high-content imaging; hits give high values; 190,000 compounds, 0.3% hits; z-score at 5 µM;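 active = z-score above 3 at 5 µM with at least 500 cells counted in the well; inconclusive = wells under 500 cells, flagged as cytotoxic or low count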
T cell modulator: T cell immune modulators affecting CD8 T cell-vesicle binding; 330,000 compounds, 0.068% hits; 2C CD8+ T cell-vesicle binding, flow cytometry; hits give low values; AID 2052; calls only at 7 µM;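 active = response, share of CD8 T cells binding vesicles, and their 90th percentile fluorescence all below set limits, cut at about 80% in these data, passing the limit was not always enough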
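Material: murine 2C transgenic CD8+ T lymphocytes / Also added: QL9-peptide-loaded Drosophila micro-vesicles bearing Ld, ICAM-1 and B7-1 / Schedule: binding step 1.5 h, 37 °C, antibody labelling 20 min, ice / Signal: flow cytometry, PE anti-B7-1 (FL2) versus Alexa647 anti-CD8 (FL8), PFA-fixed / Evaluation: percent CD8+ FL2 mean versus row control / Benchmarks: naked versus QL9-loaded vesicles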
Hep lipid drop: modulators of hepatic lipid droplet formation; 240,000 compounds, 0.4% hits; inhibition, % at 6.5 µM; AID 1656; AML12 mouse hepatocytes, oleate lipid droplets, BODIPY imaging;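 active = lipid droplet intensity inhibited by at least 50%, with more than 500 cells counted; inconclusive = wells with under 300 cells, treated as cytotoxic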
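Material: mouse AML12 hepatocyte cell line, fixed after treatment; Timing: compound with oleate, overnight; Technique: high-content imaging of BODIPY-stained droplets and DAPI nuclei; Probe or stimulus: oleate, 100 µM final; Dosing: compound at 6.5 µM only.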
WT yeast gro inh: growth inhibition of WT yeast, mitochondrial fusion screen; 190,000 compounds, 2.1% hits; mitochondrial fusion phenotypic screen, WT strain; inhibition, % at 10 µM; AID 1362; in the data active = inhibition above about 58%; tested in S. cerevisiae
Myeloid diff MLP: promotes myeloid progenitor differentiation; ER-HoxA9 myeloid progenitors, lysozyme-GFP differentiation, flow cytometry; calls only at 10 µM; 360,000 compounds, 1% hits;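 active = normalized GFP-positive differentiation at or above the plate's own cutoff, the solvent-only control mean plus 3 SD; inconclusive = no clear call, values can overlap the other calls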;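 note: cells exposed to compound for four days before flow analysis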
WT yeast gro inh mutant strain: second read-out of WT yeast gro inh, no call of its own (marks repeat the call); inhibition, %; mitochondrial fusion phenotypic screen, mutant strain inhibition
Ins promoter up cell count: further read-out of Ins promoter up, marked with its call; cell count; measured here: cytotoxicity, nuclei count;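 total cells summed across four imaged fields per well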
Hep lipid drop cells 6.5 µM: recorded beside Hep lipid drop, whose call it bears; cell count; measured here: cell count, cytotoxicity flag;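 cells counted across two imaged fields per well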
b-catenin transl cell count 5 µM: second read-out of b-catenin transl, no call of its own (marks repeat the call); cell count; measured here: cell count, cytotoxicity flag
T cell modulator vesicle-bound %: second read-out of T cell modulator, no call of its own (marks repeat the call); double positive events, %; measured here: CD8+ vesicle-bound cell fraction;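 binding gate set so that unloaded-vesicle control wells show 10% double positive cells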
MT stabilizer Hoechst-high %: further read-out of MT stabilizer, marked with its call; % Hoechst-high responders; measured here: nuclear condensation Hoechst responders;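 share of cells brighter than vehicle mean plus two SD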
MT stabilizer cytotoxicity %: second read-out of MT stabilizer, no call of its own (marks repeat the call); toxicity, %; measured here: cytotoxicity by cell density;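 0% = mean cell density of plate MIN control wells and 100% = no cells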
Autophagy mod cell loss 18 h: recorded beside Autophagy mod, whose call it bears; toxicity, %; measured here: cell loss, nuclei count;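 cell loss after 18 h compound exposure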
Myeloid diff MLP GFP+ MAC1+ %: second read-out of Myeloid diff MLP, no call of its own (marks repeat the call); GFP+ MAC1+ double positive, %; measured here: differentiation confirmed by MAC1 staining
Active calls of the source: *; i = inactive; ? = inconclusive; . = no result given; + = active, no number. Compounds as they come; any-hit rate near 3.9%.

SMILES	Autophagy mod	Autophagy mod cell loss 18 h	MT stabilizer	MT stabilizer Hoechst-high %	MT stabilizer cytotoxicity %	b-catenin transl	b-catenin transl cell count 5 µM	West Nile antiviral	Ins promoter up	Ins promoter up cell count	T cell modulator	T cell modulator vesicle-bound %	Hep lipid drop	Hep lipid drop cells 6.5 µM	WT yeast gro inh	WT yeast gro inh mutant strain	Myeloid diff MLP	Myeloid diff MLP GFP+ MAC1+ %
CCCOc1ccc(/C=C/C(=O)O)cc1OC	i	4	4.2	3.8	4.2	-2.8	1041	0.7%	0.49	1277	i	38	-2	642	-13	19	i	0.6
O=C(O)c1ccc(/C=N/Nc2ncc(C(F)(F)F)cc2Cl)cc1	.	.	.	.	.	-2.0	1164	0.2%	0.1	1470	i	25	-9	672	.	.	i	0.1
CCNC(=O)CN(c1ccc(CC)cc1)S(C)(=O)=O	i	24	1.4	1.4	9.1	.	.	0.4%	0.9	891	i	50	.	.	2	-6	i	1.0
COc1cccc(N2C(=O)[C@H]3C(C(=O)c4cnccn4)=NN[C@H]3C2=O)c1	.	.	.	.	.	-0.3	1278	0.2%	0.24	936	i	36	-10	660	.	.	i	0.0
CCOc1cc(C(=O)Nc2ccc3c(c2)OCO3)ccc1OCCOc1ccccc1Cl	i	-10	2.5	2.4	6.9	2.1	908	0.5%	-0.06	1423	i	16	-1	598	13	-1	i	1.3
Cc1ccc(CSc2nc3ccccc3c(=O)n2CCCC(=O)NCc2ccco2)cc1	i	-2	2.5	1.5	3.6	5.9	1396	?	-1.1	1005	i	12	.	.	-5	1	i	0.2
O=C(c1ccccc1[N+](=O)[O-])N1CCC(Cc2ccccc2)CC1	i	0	2.6	0.9	7.5	-0.9	1305	-0.6%	-0.11	1463	i	26	.	.	-21	-29	i	0.6
Nc1c(C(=O)c2ccc(Cl)cc2)sc2nsc(SCCN3CCOCC3)c12	.	.	.	.	.	0.4	1276	-1.1%	.	.	i	58	-3	649	.	.	+	1.5*
O=C(CCC1CCCN(C(=O)CCCc2ccccc2)C1)N1CCN(c2ccccn2)CC1 (stereo unspecified)	.	.	.	.	.	0.8	1261	-1.2%	-0.45	1013	i	23	10	783	.	.	i	0.4
O=C(Cc1n[nH]c(=O)[nH]c1=O)N/N=C/c1cccc(Cl)c1	.	.	.	.	.	0.6	1277	0.4%	-0.28	1390	i	20	-2	732	.	.	i	0.7
CCN(CC)S(=O)(=O)c1ccc(NC(=O)c2cccs2)cc1	i	-15	2.4	2.2	2.9	0.5	1610	-0.8%	0.05	1499	i	42	-6	685	-4	-16	i	0.2
CN(CCc1ccccn1)C(=O)c1cccnc1Oc1ccc(Cl)cc1	.	.	.	.	.	0.3	1271	-0.3%	-0.14	1036	i	28	-6	638	.	.	i	0.6
c1ccc(OCCOCCSc2ncccn2)cc1	i	12	1.3	1.3	11	-0.1	1307	-0.1%	-0.16	1574	i	46	.	.	-1	-3	i	1.5
CCOC(=O)c1c(NC(=O)c2ccc(S(=O)(=O)N3CCOCC3)cc2)sc2c1CC(C)(C)NC2(C)C	.	.	.	.	.	.	.	3.4%	.	.	i	67	3	838	.	.	i	1.1
O=C(c1ccc(F)cc1)N1CCN(c2ncccn2)CC1	i	1	3.1	3.4	43	.	.	0.3%	-0.02	1267	i	31	1	777	6	27	i	0.6
O=C(Nc1cc(Cl)ccc1O)C1CCCO1 (stereo unspecified)	i	8	2.9	1.5	7.5	2.3	1206	0.2%	0.04	1326	i	29	1	751	22	5	i	0.8
O=C(O)COc1ccccc1/C=N/NC(=O)/C(=C\c1ccc2c(c1)OCO2)NC(=O)c1ccccc1	i	10	1.6	1.4	7.7	-0.2	1112	0.7%	-0.36	1229	i	60	11	724	-4	10	i	0.2
O=C(Nc1ccc(F)cc1)NC1(C(=O)NCc2cccs2)CCCCC1	i	16	2.5	2.1	6.7	1.4	1394	-0.6%	0.62	1406	i	65	.	.	5	-7	i	7.0
CC1CCCC(C)N1C(=O)CSc1nc2ncnc(N)c2[nH]1 (stereo unspecified)	i	-5	3.8	2.9	4.8	-1.0	1081	0.4%	.	.	i	38	-3	680	-11	-7	i	7.3
Cc1cccn2c(=O)c(/C=C(\C#N)C(=O)NC3CCS(=O)(=O)C3)c(N3CC(C)OC(C)C3)nc12 (stereo unspecified)	.	.	.	.	.	-3.0	1163	1.1%	-0.05	1421	i	18	5	723	.	.	i	0.3
c1ccc2[nH]c(SCc3cn4ccccc4n3)nc2c1	i	1	1.6	1.9	5.9	-3.5	1070	-0.2%	0.43	1458	i	54	1	705	5	12	i	0.1
O=C1NCCN1CCNS(=O)(=O)c1ccc(F)cc1	i	4	1.9	1.5	5.5	1.1	546	0.6%	-0.14	1238	i	11	2	637	0	-8	i	0.3
COc1cc(C(=O)COC(=O)Cc2cnc3sccn23)cc(OC)c1OC	i	-4	0.9	1.6	4.8	-4.1	932	.	0.69	1067	i	44	.	.	12	28	i	0.4
CCCSc1nnc(Cc2cc(=O)[nH]c(=O)[nH]2)n1-c1cc(C)ccc1C	i	-11	1.1	1.5	7.7	-1.4	1370	-0.3%	-0.22	1546	i	42	.	.	-20	-3	i	2.3
Cc1cccc(NC(=O)CSc2nnc(NC(=O)C3CCC3)s2)c1	.	.	.	.	.	.	.	0.3%	.	.	i	24	6	777	.	.	i	0.6
Next structures follow.
SMILES	Autophagy mod	Autophagy mod cell loss 18 h	MT stabilizer	MT stabilizer Hoechst-high %	MT stabilizer cytotoxicity %	b-catenin transl	b-catenin transl cell count 5 µM	West Nile antiviral	Ins promoter up	Ins promoter up cell count	T cell modulator	T cell modulator vesicle-bound %	Hep lipid drop	Hep lipid drop cells 6.5 µM	WT yeast gro inh	WT yeast gro inh mutant strain	Myeloid diff MLP	Myeloid diff MLP GFP+ MAC1+ %
CN1CCc2c(sc(NC(=O)c3ccco3)c2C(N)=O)C1	.	.	.	.	.	.	.	0.5%	.	.	i	28	-1	837	.	.	i	6.2
O=C(NC1CCCCCC1)C(=S)NCCc1ccccc1	i	-7	2.1	1.9	14	0.3	938	0.0%	0.92	1596	i	42	2	690	-17	-15	i	1.1
CN1C2C=C(N(CCc3c[nH]c4ccccc34)C(=O)c3ccc(Cl)cc3)CC1CC2 (stereo unspecified)	i	7	1.5	1.7	15	.	.	-0.6%	.	.	i	56	.	.	22	9	i	0.5
CCCCn1c(N)c(-c2nc3ccccc3o2)c2c([N+](=O)[O-])nn(C)c(=O)c21	i	12	2.6	2.1	2.3	.	.	-0.4%	0.61	1380	i	39	-9	630	3	-13	i	0.1
c1ccc(-c2nnsc2-c2ncc[nH]2)cc1	i	9	3.2	1.9	23	-1.0	1174	-0.2%	-0.55	1439	i	22	4	588	-1	20	i	0.1
CCCC(=O)NC(Nc1cccc(C(F)(F)F)c1)C(Cl)(Cl)Cl (stereo unspecified)	i	-3	1.5	1.4	11	.	.	-0.5%	.	.	i	34	.	.	14	17	i	0.8
O=C(O)C1CC(c2ccccc2)=Nc2ccccc2S1 (stereo unspecified)	.	.	.	.	.	-0.5	1382	0.0%	0.31	1006	i	24	6	709	.	.	i	0.1
CCOc1ccccc1C(=O)Nc1nnc(CC)s1	i	8	2.8	1.8	0.7	-3.9	1160	-0.2%	-1.9	876	i	15	4	749	13	10	i	1.3
CCN1CCN(CC(=O)N2N=C(c3cccs3)CC2c2ccc(OC)cc2)C(=O)C1=O (stereo unspecified)	i	42	5.1	2.1	0.4	1.8	769	0.8%	0.66	1649	i	30	4	680	10	0	i	0.8
CCN(CC)C(=O)c1ccc(COc2ccccc2Cl)cc1	i	1	1.9	1.0	7.0	.	.	-1.4%	-0.02	642	i	62	-12	732	31	35	i	1.1
COc1ccc(C(=O)NCc2nnc(SCC(=O)Nc3ccc4c(c3)OCO4)o2)cc1	i	-1	2.4	1.3	3.2	2.7	907	0.6%	.	.	i	30	-16	723	2	-4	i	0.2
CC(C)NC1CS(=O)(=O)CC1O (stereo unspecified)	i	40	1.3	1.3	6.7	.	.	0.4%	-0.29	948	i	36	16	838	-8	12	.	.
COc1ccc(Nc2c(-c3ccc(OC)cc3)nc3cnccn23)cc1	i	-3	4.2	2.9	10	-1.8	1129	-1.1%	-0.24	1276	i	30	0	680	-7	-12	i	0.5
CSc1nc(NC(C)(C)C)nc(N2CCOCC2)n1	i	0	4.1	1.8	7.4	-2.6	1191	0.8%	-1.1	1124	i	53	13	811	19	8	i	0.6
Cc1ccccc1-n1c(=O)n(CCc2ccccc2)c(=O)c2[nH]cnc21	.	.	.	.	.	0.2	1291	1.3%	0.91	1497	i	36	4	738	.	.	i	1.3
